TDP1 cell CPT – DT40-hTDP1 cell growth loss with CPT | 12% of 420,000 active | chicken DT40 Tdp1-/-;hTDP1 cells + 20 nM CPT, ATP luminescence, 48 h | Potency, µM (titrated, usually from 46.2 µM), for the others: at the top dose activity change, negative = growth inhibition, hits mostly inhibitors; further: nearly all actives have a fitted effect of over 55% in size
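Chicken DT40 Tdp1-/- cells stably complemented with human TDP1 were seeded at 400 cells/well in medium containing 20 nM camptothecin, exposed to pin-transferred compounds, and grown at 37 °C for at least 48 hr. Viability was read as ATP luminescence.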
TDP1 cell noCPT – qHTS for Inhibitors of human tyrosyl-DNA phosphodiesterase 1 (TDP1): qHTS in cells in absence of CPT | AID 686978, 2013 | 15% of 420,000 active | DT40 Tdp1-/- hTDP1 cells, no CPT, ATP luminescence, 48 h | Potency, µM (series often up to 46.2 µM), inactives show top-dose activity change, negative = growth inhibition, hits mostly inhibitors; further: nearly all actives have a fitted effect of over 55% in size
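Readout: luminescence from CellTiter-Glo after 30 min in the dark at RT. Cells: DT40 Tdp1-/- with stable hTDP1, 400/well. Exposure: compounds alone, ≥48 hr, 37 °C.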
KAT2A inh – inhibitors of human GCN5L2 histone acetyltransferase. Q92830. GCN5L2 HAT assay, ThioGlo1 CoA-SH fluorescence. Potency, µM (top dose mostly 58.9 µM), for inactives: at the top dose activity change, negative = inhibition, actives largely listed as inhibitors. 0.21% of 390,000 active. AID 504327
Target sequence (Q92830 whole entry, looked up): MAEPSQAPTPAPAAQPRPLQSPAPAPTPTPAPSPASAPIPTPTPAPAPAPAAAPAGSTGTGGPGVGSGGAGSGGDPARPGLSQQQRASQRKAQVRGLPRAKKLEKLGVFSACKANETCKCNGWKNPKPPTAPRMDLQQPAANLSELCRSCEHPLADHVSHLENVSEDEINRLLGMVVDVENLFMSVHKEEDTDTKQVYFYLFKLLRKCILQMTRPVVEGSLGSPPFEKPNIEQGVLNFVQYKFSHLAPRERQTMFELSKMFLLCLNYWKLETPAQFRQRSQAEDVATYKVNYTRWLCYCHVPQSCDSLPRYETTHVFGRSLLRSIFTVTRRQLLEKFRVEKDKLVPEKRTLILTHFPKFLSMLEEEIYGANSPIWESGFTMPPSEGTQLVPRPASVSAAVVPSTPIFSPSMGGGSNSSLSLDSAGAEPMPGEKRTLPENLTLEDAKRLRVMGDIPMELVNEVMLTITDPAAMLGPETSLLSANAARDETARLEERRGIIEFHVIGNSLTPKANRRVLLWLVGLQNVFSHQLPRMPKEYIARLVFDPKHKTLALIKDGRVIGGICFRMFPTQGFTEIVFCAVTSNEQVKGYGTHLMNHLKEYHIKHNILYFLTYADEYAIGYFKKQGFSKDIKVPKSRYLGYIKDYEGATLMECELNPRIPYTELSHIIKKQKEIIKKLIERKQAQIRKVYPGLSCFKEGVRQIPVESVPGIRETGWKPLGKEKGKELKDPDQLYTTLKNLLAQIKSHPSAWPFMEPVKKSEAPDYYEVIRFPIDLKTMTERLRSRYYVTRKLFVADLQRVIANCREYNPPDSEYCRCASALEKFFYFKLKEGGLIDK
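GCN5L2 (20nM final) in 50mM HEPES, 0.1mM EDTA pH 7.5, 0.01% Tween-20 was preincubated 15 min at room temperature with compound, then given ThioGlo1 (50uM), H3(1-25) peptide (75uM) and acetyl-CoA (70uM); CoA-thiol fluorescence (Ex340/Em540) was read at 0 and 20 min.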
* marks the source's active call; other numbers are inactive results; ? = inconclusive; nt = no result given; & = joins results of further samples. The call rests on the fitted dose curve; in most records, active means well fitted curve in the direction sought with a large enough effect; inconclusive means small, poorly fitted or top-dose-only effect, or another doubt; inactive means no such curve, though single readings can be large; an effect the other way counts as inactive or inconclusive. On the % scale 0 is the no-effect control and ±100 the full control effect; potency means the concentration at half of the fitted maximal effect. The list is partial, so the mix of outcomes need not match the whole.

The opening 2 records (preview)
SMILES | TDP1 cell CPT | TDP1 cell noCPT | KAT2A inh
O=C(NCc1ccco1)c1ccc(N2CCCC2=O)cc1 | 6.7% | -7.3% | 1.9%
CCOc1ccc(-c2nc(SCC(=O)NCCCOC)c(-c3ccccc3)[nH]2)cc1 | ? | ? | 8.7%

This part in full, from the first entry:
SMILES | TDP1 cell CPT | TDP1 cell noCPT | KAT2A inh
O=C(NCc1ccco1)c1ccc(N2CCCC2=O)cc1 | 6.7% | -7.3% | 1.9%
CCOc1ccc(-c2nc(SCC(=O)NCCCOC)c(-c3ccccc3)[nH]2)cc1 | ? | ? | 8.7%
CN(CC(=O)Nc1ccc(F)c(F)c1)S(=O)(=O)c1cccc2nsnc12 | ? | ? | -16.4%
O=C(/C=C/c1ccccc1[N+](=O)[O-])N1CCN(C(=O)c2ccco2)CC1 | -23.2% | -16.5% | 2.9%
Cc1cc(NC(=O)COC(=O)c2cccc(O)c2)no1 | -7.6% | 7.4% | -6.6%
Cc1ccc(-n2nc(C)c3c(C)cc(=O)n(CC(=O)NC(C)c4ccccc4)c32)cc1 (centres undefined) | -13.9% | -10.9% | -9.0%
COC(=O)c1sccc1NC(=S)N1CCN(c2cc(C)ccc2C)CC1 | ? | ? | -4.9%
CC(C)N(c1ccccc1)c1ccc(NC(=O)C2CCCO2)cc1 (centres undefined) | ? | 16.4µM* | 2.3%
COc1ccc(OC)c(S(=O)(=O)N2CCC(C(=O)Nc3ccc(C)c(C)c3)CC2)c1 | 16.4µM* | 20.6µM* | -12.3%
COc1cc(CC(NC(C)=O)C(=O)NC2CCN(c3nc(C)cc(C)c3C#N)CC2)cc(OC)c1 (centres undefined) | -3.6% | -10.9% | -13.0%
CC(C)Cc1nnc(NC(=O)CC(C)c2ccccc2)s1 (centres undefined) | -14.6% | -13.8% | -0.9%
CC1CN(C(=O)C(C)N2CCN(c3cccc(Cl)c3)CC2)CC(C)O1 (centres undefined) | -16.5% | ? | -11.7%
CCO/C=C1/C(=O)N(CC)c2ccccc21 | -18.2% | ? | -5.8%
CC1(C(=O)NS(=O)(=O)Cc2cccc(Cl)c2)CCN1C(=O)CCc1cccs1 (centres undefined) | -1.5% | 4.1% | nt
CN(C)S(=O)(=O)c1ccc(Cl)c(NC(=O)COC(=O)/C=C/c2cnc3ccccc3n2)c1 | -29.9% | -8.3% | -8.2%
Cc1ccc(S(=O)(=O)N2CCC[C@H]2C(=O)OCc2nc3ccccc3s2)cc1 | -2.3% | ? | nt
O=C(Nc1ccccn1)c1ccc(Cl)c(S(=O)(=O)N2CCOCC2)c1 | 3.3% | 21.6% | -11.7%
Oc1ccc(/C=N/N2CCCCC2)c(O)c1 | 5.3% | -9.1% | -27.0%
CC(=O)NCC(=O)OCC(=O)c1ccc(C)c(C)c1 | -17.7% | -7.0% | -9.1%
CCc1ccc2c(CN(C)Cc3ccccc3OC)cc(=O)oc2c1 | ? | ? | -3.5%
CCOC(=O)c1c(NC(=O)C2=C(C)NC(=S)NC2c2ccc(C)cc2)sc(C)c1C (centres undefined) | ? | 13µM* | ?
O=C(NCc1ccccc1Br)c1cccs1 | ? | -28.5% | nt
Cn1cnnc1SCC(=O)Nc1ccc2ccccc2c1 | -29.6% | 3.5% | -0.8%
Cc1ccccc1CN1C(=O)c2ccccc2S(=O)c2ccc(C(=O)NCc3ccc4c(c3)OCO4)cc21 (centres undefined) | 6.4% | 0.3% | -9.9%
O=C(NCC1CCCO1)C1CCC(=O)N1Cc1ccccc1Cl (centres undefined) | 3.1% | -15.8% | 1.1%
COCCn1c(Cc2cccn2C)nnc1SCC(=O)NCc1ccc2c(c1)OCO2 | -15.1% | -23.1% | -8.3%
CCCC(=O)Nc1cccc(-c2nc3cc(C)c(C)cc3o2)c1C | 1.5% | -11.3% | 5.3%
Cc1cccc(CNc2ncnc3[nH]ncc23)c1 | ? | ? | nt
CN1C(=O)SC(Nc2cccc3ccccc23)C1=O (centres undefined) | -9.9% | -10.2% | -5.1%
COc1ccc(Cn2c(=O)[nH]c3cc(C(=O)NCCC(C)C)ccc3c2=O)cc1 | 1.9% | -24.9% | -3.9%
CCOC(=O)c1c(-c2ccc(C)o2)csc1NC(=O)CN(C)CC(=O)Nc1ccc(C)cc1 | ? | ? | -2.9%
Cn1c(=O)c2cn(-c3ccccc3)cc2n(C)c1=O | 1.4% | -18.6% | -0.3%
COc1ccc(NC(=O)C2CCCN2C(=O)Nc2cccc(F)c2)cc1 (centres undefined) | 0.0% | -12.1% | 1.5%
Cc1nc2c(C(=O)NCCc3ccccc3Cl)c[nH]n2c(=O)c1Cl | -1.1% | -18.7% | ?
COC(=O)C(Cc1ccccc1)NC(=O)c1ccc(NS(=O)(=O)c2ccc3[nH]c(=O)[nH]c3c2)cc1 (centres undefined) | -7.8% | 10.9% | -1.1%
COc1ccc(-c2nc3n(c(=O)c2C#N)CCS3)cc1 | 2.1% | 2.6% | -0.7%
CCC1(C2CCN(C(=O)c3coc4c3C(=O)CCC4)CC2)NC(=O)N(CCc2scnc2C)C1=O (centres undefined) | -4.2% | -2.3% | nt
COC(=O)Sc1nc(N2CCOCC2)c2c(c1C#N)CC(C)(C)OC2 | 25.9µM* | ? | -3.8%
COc1ccccc1CN1CCNC(=O)C1CC(=O)NCCc1cnccn1 (centres undefined) | 0.3% | -6.4% | -6.4%
CCN(c1ccccc1)S(=O)(=O)c1ccc(C(=O)NCc2ccco2)cc1 | ? | ? | -3.0%
CCOc1ccccc1N1CCN(C(=O)c2c(C)noc2C)CC1 | -26.0% | -14.0% | -5.6%
Cc1ccc(Cl)cc1NC(=O)/C(C#N)=C/c1c(C)n(Cc2ccccc2)c2ccccc12 | ? | ? | -2.6%
CCOCCCN(C)C1CCN(C(=O)c2oc3ccccc3c2NC(=O)COc2ccc(F)cc2)CC1 | ? | ? | -2.4%
Cc1ccc(C2(c3ccccc3)NC(=O)N(CC(=O)NC3(C#N)CCCC3)C2=O)cc1C (centres undefined) | -9.5% | -5.3% | -1.8%
CCOc1ccc(C2=NC(c3cccs3)=Nc3ccc(CC)cc3N2)cc1OCC | ? | 18.4µM* | -8.0%
O=C1c2cccc3c(N4CCCCC4)ccc(c23)C(=O)N1c1ccccn1 | -10.5% | -15.5% | ?
CCCc1cc(C(=O)Nc2cc(Br)ccc2O)no1 | ? | ? | -4.1%
CCc1ccc(C(=O)NCC2(c3ccccc3)CCOCC2)o1 | 4.1% | -1.6% | nt
c1ccc(-c2cc3nc(NCc4cccs4)nc(NCc4ccc5occc5c4)c3s2)cc1 | ? | ? | nt
COc1cc(OC)c(-c2nc3ccccc3s2)cc1OC | ? | ? | 2.1%
Cc1cc(N/C(=N/S(=O)(=O)c2cc(F)ccc2F)c2ccccc2)n(-c2ccccc2)n1 | ? | ? | -20.2%
COc1ccccc1N1CSC2=C(C#N)C(c3ccc(SC)cc3)CC(=O)N2C1 (centres undefined) | ? | 23.1µM* | ?
S=C(N/N=C/c1ccccc1Cl)Nc1cccc(Cl)c1Cl | ? | 10.3µM* | -2.7%
C=CCNC(=O)c1ccc2c(c1)nnn2C | -0.8% | -15.9% | 5.1%
CCN(CC)c1cc(C)nc2nc(-c3ccc(C)cc3)nn12 | ? | ? | -10.1%
CCOC(=O)N1CCN(CC(O)COC(CC)c2ccccc2)CC1 (centres undefined) | -13.3% | ? | 2.2%
CCN(C(=O)c1cc(S(=O)(=O)N2CCCCC2)c[nH]1)c1ccc(OC)cc1 | 9.2µM* | 23.1µM* | -0.3%&-1.6%
Cc1ccc(S(=O)(=O)Nc2cc(C(=O)NCCN3CCCC3)ccc2N2CCCCC2)cc1 | 20.6µM* | 16.4µM* | -28.3%
COc1cccc(N2CC(C)Cn3c2nc2c3c(=O)[nH]c(=O)n2C)c1 (centres undefined) | ? | ? | -0.6%
CCOc1ccc(NC(=S)NC(=O)/C=C/c2ccc(OC)c(OC)c2)c([N+](=O)[O-])c1 | ? | ? | 0.3%

Compound profiles, from the list above. Values in the order: TDP1 cell CPT	TDP1 cell noCPT	KAT2A inh
`CCOc1ccccc1N1CCN(C(=O)c2c(C)noc2C)CC1` across the screens: -26.0%	-14.0%	-5.6%
`CCOCCCN(C)C1CCN(C(=O)c2oc3ccccc3c2NC(=O)COc2ccc(F)cc2)CC1` across the screens: ?	?	-2.4%
`CCOc1ccc(NC(=S)NC(=O)/C=C/c2ccc(OC)c(OC)c2)c([N+](=O)[O-])c1` across the screens: ?	?	0.3%
`S=C(N/N=C/c1ccccc1Cl)Nc1cccc(Cl)c1Cl` across the screens: ?	10.3µM*	-2.7%
`COc1cc(CC(NC(C)=O)C(=O)NC2CCN(c3nc(C)cc(C)c3C#N)CC2)cc(OC)c1` (centres undefined) across the screens: -3.6%	-10.9%	-13.0%

Other entries
SMILES | TDP1 cell CPT | TDP1 cell noCPT | KAT2A inh
COc1cccc(OC)c1CN(C)C(=O)c1cnccc1C(F)(F)F | 6.5% | -0.2% | -1.8%
C[C@H](CO)N1C[C@H](C)[C@@H](CN(C)C(=O)c2ccncc2)OCc2cnnn2CCCC1=O | -4.5% | -24.2% | nt
Cc1cc(C)c(S(=O)(=O)N2CCCC2CNC(=O)c2ccc3c(c2)OCO3)c(C)c1 (centres undefined) | ? | ? | -1.5%
CCc1ccc(NC(=O)C(CC)c2ccccc2)cc1 (centres undefined) | ? | ? | -0.5%
CCCCNC(=O)[C@@H]1CC=C[C@@H]2CCN(C3CC3)C(=O)[C@@H]21 | 2.1%&-6.3% | -1.6%&-25.5% | nt
Cc1c(C(=O)N2CCOCC2)c(S(=O)(=O)Nc2cccc(C#N)c2)c(C)n1C | -21.1% | 14.1% | -1.5%
COc1ccccc1NC(=O)CC1COc2ccccc2O1 (centres undefined) | 2.3% | -35.4% | -1.6%
Cc1noc(C)c1C(=O)Nc1cccc(S(=O)(=O)N2CCCCC2)c1 | ? | -10.7% | 3.4%
C[C@H](NC(=O)c1nc[nH]c1C(=O)NCc1ccc(CNC(=O)OC(C)(C)C)cc1)c1ccccc1 | ? | ? | -9.0%
Cc1cccc(OCC(=O)NCC(=O)N/N=C/c2cccnc2)c1 | -15.5% | -10.6% | -12.4%
CN(C)c1ccc(/C(=N\O)C(F)(F)F)cc1 | ? | ? | -1.3%
CCC1(CC)C(=O)C2=C3C1[C@H](C(=O)OC)CC(C(=O)OC)C[C@H]3n1c(=O)n(-c3ccccc3)c(=O)n1[C@H]2C (some centres undefined) | -23.7% | -9.5% | nt
Cn1ccnc1SCCC#N | -8.3% | 7.4% | 1.0%
CCC(=O)N1CCc2cc(S(=O)(=O)NC(C(=O)NCc3ccccc3)C(C)C)ccc21 (centres undefined) | -9.1% | -21.5% | -3.9%
NNC(=O)c1csc(COc2cc(Cl)cc(Cl)c2)n1 | 4.1% | -2.2% | -6.0%
CC(C)CN(C(=O)CC1CCCC1)c1c(N)n(Cc2ccccc2)c(=O)[nH]c1=O | -3.7% | -25.1% | 2.8%
CCOc1ccc(-n2nc(CO)c(C(=O)NCC(C)O)n2)cc1 (centres undefined) | 11.5% | 6.3% | -5.5%
COC(=O)[C@H](CCSC)NC(=O)Nc1cccc(C)c1C | 7.6% | -6.3% | 1.8%
O=C(O)c1cnc(N2CCOCC2)nc1 | 11.0% | -6.2% | -2.4%
COc1ccc(CCNC(=O)c2cccc(S(=O)(=O)N3CCCCCC3)c2)cc1 | ? | ? | -1.4%
C=CCn1c(=S)sc2c(=O)[nH]cnc21 | -10.6% | -13.0% | -2.2%
O=C(NCc1cccnc1)c1csc([C@H]2C[C@H](O)[C@@H](CO)O2)n1 | -6.7% | 7.3% | nt
CCOc1ccc(C(C(=O)NC2CCCCC2)N(C(=O)Cc2cccs2)c2ccc(-n3cnnn3)c(OC)c2)cc1 (centres undefined) | ? | 23.1µM* | -2.4%
CCn1c(C)c(C(C)=O)c(N2CCCCC2)nc1=S | -6.1% | -9.2% | -2.1%
COc1ccc(CNC(=O)C(C)N2C(=O)NC(c3ccccc3)(c3ccccc3)C2=O)cc1 (centres undefined) | -11.9% | 2.3% | 1.6%
CC(=O)Oc1ccc(C(=O)Nc2cccc(C(=O)c3ccc(C)c(C)c3)c2)cc1 | ? | ? | -14.8%
C/C(=N\NC(=O)Cc1ccc(Cl)cc1)c1cccnc1 | -10.7% | 9.9% | -2.9%
CN(C)C(=O)CN(C)S(=O)(=O)c1ccc(Cl)cc1 | -7.9% | -7.8% | 3.7%
NC(=O)NCCCC(NC(=O)c1ccc(C#CC2(O)CCCCC2)cc1)C(=O)O (centres undefined) | 25.4% | -1.9% | -7.1%
NC(=O)c1ccsc1NC(=O)COC(=O)/C=C/c1ccccc1[N+](=O)[O-] | ? | 16.4µM* | -12.3%
Cc1cccc(Oc2nc3c(c(=O)n(C)c(=O)n3C)n2Cc2ccccc2)c1C | 7.1% | ? | -8.1%
